Screens as filed in PubChem.
KOR beta-arrestin-1: kappa opioid receptor activators – cell-based, luminescence, uHTS, primary screen (AID 1777) | KOR beta-arrestin recruitment, luminescence; higher % means a stronger effect | activation, % at 10 µM; hits with a dose series show EC50 in µM | actives 0.02% (n = 280,000); in the data active means activation above about 50%, passing the limit was not always enough; further: a part of the inactive calls stands beside numbers as strong as those of hits
SIAH1 antagonists: blockers of Siah-1 interaction with plectin peptide – biochemical, fluorescence polarization, rhodamine-plectin, uHTS, primary screen (AID 1817); Siah-1 / rhodamine-plectin peptide fluorescence polarization; higher % means a stronger effect; actives 0.02% (n = 290,000); displacement, % at 20 µM; hits with a dose series show IC50 in µM;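 active means displacement of at least 50% at 20 µM, with a fluorescence ratio check between 0.3 and a set limit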;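 further: plate controls were Siah plus tracer with DMSO for no effect and tracer alone without Siah for full effect; strong numbers were not always called active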
AID2073: disruptors of CaV2.2 binding to Mint1 – biochemical, HTRF (AID 2073). HTRF protein-protein interaction, Mint1-CaV2.2; higher % means a stronger effect. inhibition, % at 20 µM, or IC50 in µM where a hit was titrated. actives 0.19% (n = 290,000); in the data active means inhibition mostly above about 51%, no sharp cut-off; inconclusive means no clear call, values can overlap the other calls; inactive means mostly below about 53%; further: some results filed as inactive read as strong as hits
HIV peptide binding: cell-free HIV fusion peptide-binding blockers – biochemical, uHTS, fluorescence dequenching, primary screen (AID 1986); cell-free peptide binding, fluorescence dequenching, 30 min; higher % means a stronger effect; inhibition, % at 20 µM, or IC50 in µM where a hit was titrated; actives 0.3% (n = 290,000); in the data active means inhibition mostly above about 52%, no sharp cut-off; inactive means mostly below about 76%; further: some results filed as inactive read as strong as hits
GPR55 antagonists: inhibition of LPI-stimulated GPR55 beta-arrestin translocation – imaging, U2OS, beta-arrestin-GFP, LPI agonist, primary screen (AID 2013); U2OS GPR55 beta-arrestin-GFP translocation imaging, LPI antagonism; higher % means a stronger effect; inhibition, % at 10 µM, or IC50 in µM where a hit was titrated; actives 0.13% (n = 290,000);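 active means spots per cell inhibited over 60%, with over 100 cells counted and total cytoplasm intensity under 500,000; inconclusive means wells with under 100 cells, flagged as likely toxic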;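 further: U2OS cells stably carrying GPR55 and arrestin-GFP stimulated by 5 µM LPI near EC80; imaged beta-arrestin-GFP aggregate spots per cell after agonist stimulation; plate controls were LPI-stimulated DMSO wells for no effect and DMSO wells without LPI for full effect; some results filed as inactive read as strong as hits; confirmed hits need IC50 under 10 µM and bright autofluorescent wells are also inconclusive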
GPR35 antagonists: inhibition of zaprinast-stimulated GPR35 beta-arrestin translocation – imaging, U2OS, beta-arrestin-GFP, zaprinast agonist, primary screen (AID 2058); U2OS GPR35 beta-arrestin-GFP translocation imaging, zaprinast antagonism; higher % means a stronger effect; inhibition, % at 10 µM; hits with a dose series show IC50 in µM; actives 0.052% (n = 290,000);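 active means inhibition of at least 50% with at least 30 cells and total cytoplasm GFP at most 10,000,000; inconclusive means under 30 cells or total GFP of 10,000,000 plus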
KOR beta-arrestin-2: kappa opioid receptor blockers – cell-based, luminescence, uHTS (AID 1778) | KOR beta-arrestin recruitment, luminescence, antagonist mode; higher % means a stronger effect | inhibition, % at 10 µM, or IC50 in µM where a hit was titrated | actives 0.091% (n = 290,000); in the data active means inhibition above about 50%; further: strong numbers were not always called active
NOD1 NF-kB reporter: inhibition of NOD1-driven NF-kB reporter – cell-based, luminescence, uHTS, primary screen (AID 1578) | NOD1-driven NF-kB luciferase reporter cells, luminescence; higher % means a stronger effect | actives 1% (n = 290,000) | one-dose inhibition, % at 4 µM; EC50 in µM for titrated hits; in the data active means inhibition mostly above about 36%, no sharp cut-off; inactive means mostly below about 34%;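 further: HEK-293T reporter cells stimulated with the NOD1 agonist gamma-tri-DAP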
GPR55 activation: selective activators of receptor GPR55 – imaging, U2OS cells, beta-arrestin-GFP redistribution, primary screen (AID 1961) | actives 0.048% (n = 290,000) | U2OS GPR55 beta-arrestin-GFP redistribution imaging; higher % means a stronger effect | activation, % at 10 µM; hits with a dose series show EC50 in µM;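 active means activation above 40% with more than 50 cells counted in the well; inconclusive means wells holding fewer than 50 cells, flagged as toxic or sparse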;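 further: U2OS osteosarcoma cells stably expressing GPR55 and beta-arrestin-GFP; plate controls were DMSO negative control for no effect and LPI positive control for full effect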
* marks the source's active call; other numbers are inactive results; ? = inconclusive; · = not tested or not shown; [ ] = remark or other dose. Only part of the results is shown; the hit share may differ from the screen's.

SMILES	KOR beta-arrestin-1	SIAH1 antagonists	AID2073	HIV peptide binding	GPR55 antagonists	GPR35 antagonists	KOR beta-arrestin-2	NOD1 NF-kB reporter	GPR55 activation
NC(=O)C1CCN(C(=S)NCCc2ccccc2)CC1	1.0%	15%	-8%	0.0%	3%	-11%	-6%[20 µM]	-44%	0.1%
COc1ccc(NS(=O)(=O)c2ccc(C)cc2)c([N+](=O)[O-])c1	-1.9%	17%	3%	-2.5%	14%	1%	7%	-3%	0.3%
CCCCNC(=O)c1onc(CSc2ccccc2CC)c1C(=O)O	3.0%	2%	-3%	6.5%	-4%	-2%	1%	-20%	0.2%
Oc1[nH]c2ccccc2c1C1=NCCCCC1	-4.7%	-4%	-2%	1.3%	-1%	2%	2%	-41%	-0.2%
O=C(N/N=C/c1ccc(-c2cccc(C(F)(F)F)c2)o1)c1ccccc1Br	12%	5%	50%	11%	8%	-7%	-17%	13%	0.0%
CC(=O)Nc1ccc2c(CN3C(=O)NC(C)(c4ccc(C)cc4)C3=O)cc(=O)oc2c1 (configuration not stated)	0.1%	-3%	?	-0.7%	5%	0%	-35%	-22%	-0.4%
CCOC(=O)C1=C(CS(=O)(=O)c2ccc(Cl)cc2)NC(=O)NC1c1ccc(O)c(OC)c1 (configuration not stated)	-1.9%	15%	6%	-0.6%	8%	9%	-18%	21%	-0.1%
CCOc1ccccc1NC(=O)Cn1nnc(-c2ccc(OCC)c(OCC)c2)n1	-5.9%	0%	-3%	1.0%	7%	1%	-18%	-45%	-0.1%
O=C(Nc1ccc2c(c1)OCO2)N1CCN(c2ccc(F)cc2)CC1	-5.2%	1%	-15%	1.8%	1%	-6%	-26%[20 µM]	-31%	-0.1%
Cc1cc(C)n(CCNC(=O)c2ccco2)n1	-2.5%	-1%	4%	-1.8%	6%	-12%	-22%	-29%	-0.2%
CC(=O)c1cc(C)ccc1OC(=O)CN1C(=O)c2ccccc2C1=O	2.0%	-8%	7%	-0.8%	5%	1%	-56%[20 µM]	49%	0.4%
COc1cc([N+](=O)[O-])cc(/C=N/NC(=O)CSc2ccccn2)c1O	2.2%	-2%	-3%	2.8%	2%	0%	10%	-6%	-0.1%
COc1ccc2ccccc2c1/C=N/Nc1ccc(Cl)c(C(=O)O)c1	1.1%	11%	10%	21%	10%	-12%	-16%	-23%	-0.2%
Cc1cc(N=CC2=C(O)CC(C)(C)CC2=O)no1	-8.8%	24%	-3%	-2.2%	15%	2%	-3%	13%	-0.2%
O=C1CCc2ccc(NC(=O)C3CC3)cc2N1	8.6%	-4%	-4%	0.2%	-11%	-18%	-54%	-15%	0.1%
O=C(Nc1nccs1)c1cc(S(=O)(=O)N2CCCCC2)ccc1Cl	1.7%	0%	-6%	-1.5%	1%	-4%	10%	7%	0.3%
CCOc1ccc(CC(=NCCO)C2=C(O)CC(C)(C)CC2=O)cc1OCC	4.2%	2%	14%	0.2%	8%	-7%	18%	-7%	-0.2%
COc1ccc(-n2c(Cc3cccn3C)nnc2SCC(=O)Nc2ccc(F)cc2F)cc1	0.8%	0%	6%	4.4%	-4%	-7%	14%	18%	-0.1%
COc1cc(NC(=O)c2cc3ccccc3cc2OC)ccc1NC(=O)c1cccs1	-0.8%	5%	11%	-0.6%	3%	-2%	-26%	11%	0.3%
CCOc1ccc(Nc2nc(Cc3nnc(SCC(=O)NC4CCCC4)n3C)cs2)cc1	7.3%	2%	0%	1.7%	1%	8%	7%	-20%	-0.1%
N#Cc1ccccc1NC(=O)COC(=O)CSc1nc2ccccc2o1	-2.3%	1%	-3%	-1.1%	13%	12%	-13%	0%	-0.4%
CC(=O)O/N=C(\N)Cc1ccc(-c2csnn2)cc1	-5.1%	-9%	0%	-1.1%	10%	1%	9%	-3%	-0.4%
COC(=O)c1scc(C)c1NC(=O)C1CCCCC1	0.4%	-3%	0%	0.8%	26%	8%	-13%	-8%	-0.1%
CN(CCO)c1nc(N)c2c(N)nc3c(c2c1C#N)CC(=O)N3C1CCCC1	0.3%	-2%	16%	7.7%	-6%	-9%	0%	27%	0.1%

3 entries out of the list, arranged by SMILES length, ascending.
SMILES	KOR beta-arrestin-1	SIAH1 antagonists	AID2073	HIV peptide binding	GPR55 antagonists	GPR35 antagonists	KOR beta-arrestin-2	NOD1 NF-kB reporter	GPR55 activation
COc1ccc2ccccc2c1/C=N/Nc1ccc(Cl)c(C(=O)O)c1	1.1%	11%	10%	21%	10%	-12%	-16%	-23%	-0.2%
COc1cc(NC(=O)c2cc3ccccc3cc2OC)ccc1NC(=O)c1cccs1	-0.8%	5%	11%	-0.6%	3%	-2%	-26%	11%	0.3%
CCOc1ccc(Nc2nc(Cc3nnc(SCC(=O)NC4CCCC4)n3C)cs2)cc1	7.3%	2%	0%	1.7%	1%	8%	7%	-20%	-0.1%

(cont.)
SMILES	KOR beta-arrestin-1	SIAH1 antagonists	AID2073	HIV peptide binding	GPR55 antagonists	GPR35 antagonists	KOR beta-arrestin-2	NOD1 NF-kB reporter	GPR55 activation
COc1cccc(CN2CC(C(=O)N3CCCC3)CCC2=O)c1 (configuration not stated)	2.1%	2%	2%	0.9%	4%	14%	-21%	-13%	-0.1%
O=C(c1cc2c(=O)n3ccccc3nc2s1)N1CCN(c2cccc(Cl)c2)CC1	-3.7%	0%	13%	-1.3%	3%	-3%	5%	-12%	-0.1%
CCn1cc(CN2CCc3c([nH]c4ccccc34)C2c2cccc(O)c2)c(C)n1 (configuration not stated)	1.9%	-3%	-2%	1.4%	4%	1%	10%	-3%	-0.3%
CN(c1cccc(NC(=O)Nc2cccc(Cl)c2)c1)S(C)(=O)=O	-0.3%	1%	0%	-0.4%	1%	13%	15%	10%	0.0%
Cc1cc2cc(CN(Cc3ccco3)C(=O)NCc3ccccc3)c(=O)[nH]c2cc1C	0.7%	11%	7%	0.1%	-2%	-2%	-9%	12%	-0.1%
CCNC(=O)NC(=O)C(C)OC(=O)c1ccc(-n2nc(SC)sc2=S)cc1 (configuration not stated)	0.2%	10%	2%	-1.0%	-1%	4%	31%	-26%	-0.1%
O=C(C1CCC(CNc2nc(=S)[nH]c3ccccc23)CC1)N1CCN(c2ccccn2)CC1 (configuration not stated)	2.0%	0%	-12%	-3.2%	32%	0%	16%	57%	0.0%
CC(=O)NCCNC(=O)c1ccc(Sc2ccccc2)c([N+](=O)[O-])c1	-4.4%	0%	22%	-1.8%	5%	-6%	0%	-29%	1.3%
COc1ccc(OC)c(/C=N\NC(=O)c2cc3c(ccc4ccccc43)o2)c1	11%	-3%	33%	-1.1%	7%	-1%	-32%	-57%	-0.1%
O=C(Nc1cccc(O)c1)c1ccccc1[N+](=O)[O-]	-4.7%	3%	4%	-1.7%	3%	7%	4%	-9%	0.2%
CCC(O)(CC)C(=O)N=Nc1c(O)[nH]c2ccccc12	-2.4%	-4%	4%	-2.1%	1%	26%	18%	-11%	1.7%
COc1cc(OC)cc(C(=O)NCC(=O)OCC(=O)Nc2ccc3c(c2)OCO3)c1	1.8%	-1%	-4%	0.9%	-5%	10%	-42%	12%	-0.2%
N/C(=N\OC(=O)c1cc(-c2ccccc2)nc2ccccc12)c1ccncc1	-2.1%	-3%	3%	-3.8%	13%	-3%	13%	·	0.5%
Cc1ccc(C(=O)N2CCN(C)CC2)cc1S(=O)(=O)N1CCCCC1	12%	9%	7%	-0.5%	-3%	-8%	-11%	-1%	-0.2%
COc1ccc2c(c1)C(c1cccs1)=NNC(c1ccncc1)=N2	-0.3%	2%	-3%	-0.9%	-9%	2%	-42%	-20%	0.3%
CN(Cc1ccccc1)C(=O)C1CCCN(Cc2cccc(Cl)c2)C1 (configuration not stated)	0.3%	3%	-7%	1.6%	-3%	10%	-5%	-50%	0.3%
CC(=O)c1ccc(Cc2ncc(C(F)(F)F)cc2Cl)s1	0.1%	-2%	5%	-0.2%	2%	16%	-18%	-14%	0.1%
COCC(=O)N(Cc1ccc(OC)cc1)Cc1nc2ccccc2c(=O)[nH]1	-0.2%	-3%	0%	2.2%	5%	8%	-20%	-32%	-0.1%
O=C(C1CCCC1)N1CCN(S(=O)(=O)c2ccc(F)cc2)CC1	0.7%	-5%	3%	-1.1%	2%	-13%	-2%	-4%	0.0%
COC(=O)/C=C1/S/C(=N/NC(=O)c2ccccc2)NC1=O	2.2%	-1%	-6%	3.9%	·	-2%	-32%	15%	-0.1%
Cn1nnnc1SCC(=O)NCc1cccs1	0.0%	-2%	12%	2.4%	1%	-6%	-9%	-43%	0.1%
O=C(CCC1CCCN(C(=O)c2cccs2)C1)N1CCN(c2ccccn2)CC1 (configuration not stated)	-4.0%	0%	45%	-1.2%	-3%	0%	8%[20 µM]	-28%	0.2%
O=C(N=Nc1c(O)n(C2OC(=O)c3ccccc32)c2ccccc12)c1ccco1 (configuration not stated)	·	2%	33%	-1.3%	-12%	6%	-13%	-9%	0.3%
COc1ccc(C(=O)N(CCCO)Cc2cc3c(C)ccc(C)c3[nH]c2=O)cc1OC	-3.3%	2%	4%	-0.5%	2%	-1%	23%	-3%	0.2%
COc1ccccc1CCNS(=O)(=O)c1cc2c3c(c1)C(C)C(=O)N3CCC2 (configuration not stated)	3.4%	-3%	0%	0.2%	-16%	-10%	-40%	-10%	0.2%
CC(C)(C)NC(=O)C(=O)N/N=C/c1ccc(F)cc1	2.6%	3%	-11%	-0.4%	8%	8%	-28%	-16%	1.0%
CCn1c2ccccc2c2nnc(SCC(=O)Nc3ccc4c(c3)OCO4)nc21	58%	-1%	-2%	-0.7%	6%	-4%	13%	-14%	0.0%
Cc1cc(C(=O)NNc2c(Cl)cccc2Cl)n(C(C)(C)C)n1	·	0%	-11%	-1.1%	6%	8%	5%	-6%	-0.2%
NC(=O)N/N=C/CCc1ccccc1	-2.4%	2%	8%	2.0%	11%	1%	-5%	-2%	-0.1%
COc1ccc(S(=O)(=O)NCCC(=O)NC2CCCCCCC2)cc1	0.6%	1%	-7%	-1.2%	-11%	9%	30%	-26%	-0.1%
COc1ccc(-c2nc(CN3CCC(C(=O)NC4CCN(Cc5ccccc5)CC4)CC3)c(C)o2)cc1OC	12%	4%	-2%	-0.3%	9%	0%	-46%	-16%	-0.1%
COc1ccc(S(=O)(=O)N2CCCOC2CNC(=O)C(=O)NCc2ccco2)cc1 (configuration not stated)	3.5%	4%	0%	0.5%	-7%	-12%	-1%	-17%	0.1%
CN1C(=O)NC(c2ccccc2Cl)C2=C1CC(C)(C)CC2=O (configuration not stated)	-6.0%	-5%	3%	-1.4%	-7%	-1%	-9%	-5%	-0.2%
COc1ccc(CNC(=O)Cn2nc(C(F)(F)F)c3c2CCC3)cc1	5.1%	-3%	0%	0.1%	-2%	-4%	-1%	-9%	0.2%
COc1ccc(Nc2cc(C(=O)NCc3cccnc3)c3ccccc3n2)c(OC)c1	-7.8%	0%	-5%	-2.2%	12%	-9%	13%	4%	0.2%
